West Nile virus CPE = inhibition of WNV-induced cytopathic effect – cell-based, CPE readout (AID 1621). West Nile virus-infected cells, CPE inhibition; higher % means a stronger effect. one-dose CPE inhibition, % at 10 µM; IC50 in µM for titrated hits. 0.02% of 290,000 active; in the data active = a potency from the dose series; inconclusive = CPE inhibition mostly from about 3.7% at the one dose, without a potency; inactive = the rest, 99 in 100 with CPE inhibition below about 2.2%; also: strong numbers were not always called active
WT yeast gro inh = growth inhibition of WT yeast, mitochondrial fusion screen. inhibition, % at 10 µM. AID 1362. mitochondrial fusion phenotypic screen, WT strain. 2.1% of 190,000 active; in the data active = inhibition above about 58%; tested in S. cerevisiae
Yfh1-off respiration = mitochondrial function rescue without frataxin homolog – Friedreich's ataxia, plus single-dose screen, dose response (AID 1465); one-dose fold induction at 50 µM; EC50 in µM for titrated hits; 0.074% of 220,000 active; S. cerevisiae Yfh1-off respiration, WST-1 reduction, 72 h; higher fold induction means a stronger effect;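 active = fold induction of absorbance versus untreated yeast above a set limit, then at least 30% activation at any dose in follow-up; inconclusive = repeats straddling the limit, or above it without dose testing; inactive = fold induction below the set limit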;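 also: activators that raise dye reduction in frataxin-depleted yeast; strong numbers were not always called active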
ER stress rescue = rescue of cells from ER stress-induced death, primary screen, 384-well, CSM14.1, thapsigargin, ATP luminescence (AID 1222); one-dose cellular ATP content (survival), % at 20 µM; EC50 in µM for titrated hits; CSM14.1 thapsigargin-induced death rescue, ATP luminescence; higher % means a stronger effect; 190,000 tested, under 10 active;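 active = EC50 below 50 µM in the dose-response confirmation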;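 also: death triggered by thapsigargin at about 15 µM added after 2 h compound pretreatment; cell ATP read after overnight thapsigargin exposure of roughly 18 to 22 hours; normalized against plate controls of thapsigargin alone and 5% DMSO vehicle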
SV40 large T antigen = SV40 large T antigen inhibitors, biochemical (AID 1903); SV40 large T antigen ATPase/helicase inhibition assay; higher % means a stronger effect; one-dose inhibition, % at 20 µM; IC50 in µM for titrated hits; 0.39% of 310,000 active; in the data active = a potency from the dose series; inconclusive = inhibition mostly from about 32% at the one dose, without a potency; inactive = the rest, 99 in 100 with inhibition below about 32%; also: strong numbers were not always called active
RSV antiviral HEp-2 = inhibition of RSV-induced cytopathic effect – HEp-2 cells, primary 10 µM value included (AID 2391); HEp-2 cells, RSV-induced CPE inhibition; higher % means a stronger effect; CPE inhibition, % at 10 µM, or IC50 in µM where a hit was titrated; 0.13% of 310,000 active; in the data active = a potency from the dose series; inconclusive = CPE inhibition mostly from about 23% at the one dose, without a potency; inactive = the rest, 99 in 100 with CPE inhibition below about 21%; also: strong numbers were not always called active
Dengue-2 NS5 capping = Dengue-2 NS5 methyltransferase inhibitors, primary screen, biochemical, confirmation dose response (AID 588689); Dengue-2 NS5 methyltransferase capping enzyme assay, biochemical; higher % means a stronger effect; inhibition, % at 25 µM; hits with a dose series show IC50 in µM; 0.3% of 340,000 active; in the data active = a potency from the dose series; inconclusive = inhibition above about 29% without an active follow-up result
UTI89 phage lysis = protection from phage-mediated lysis, alamar blue read-out – E. coli UTI89, K1F phage, bacterial capsule biogenesis inhibitors (AID 488966); E. coli UTI89 K1F phage lysis, alamar blue, 2 h; higher % means a stronger effect; inhibition, % at 100 µM; hits with a dose series show IC50 in µM; 0.02% of 340,000 active;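 active = phage lysis inhibition, versus mean bacterial control, above a set limit; inconclusive = no clear call, values can overlap the other calls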;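 also: capsule biogenesis inhibitors block K1F phage lysis so surviving cells raise fluorescence; higher fluorescence means more inhibition of phage lysis; actives were called in the ten point dose series up to 300 µM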
XIAP antagonists = small molecules displacing peptide from XIAP – biochemical, IAP family, fluorescence polarization (AID 1018) | XIAP BIR domain, fluorescence polarization peptide displacement; higher % means a stronger effect | one-dose displacement, % at 20 µM; IC50 in µM for titrated hits | 0.007% of 200,000 active; in the data active = displacement above about 50%; also: a part of the inactive calls stands beside numbers as strong as those of hits
WT yeast gro inh mutant strain = recorded beside WT yeast gro inh, whose call it bears; inhibition, %; mitochondrial fusion phenotypic screen, mutant strain inhibition
Dengue-2 NS5 capping pilot replicate = recorded beside Dengue-2 NS5 capping, whose call it bears; inhibition, %; measured here: pilot screen replicate inhibition
* marks the source's active call; other numbers are inactive results; i = inactive; ? = inconclusive; nt = not tested or not shown; [ ] = another dose, or the depositor's remark.

SMILES | West Nile virus CPE | WT yeast gro inh | WT yeast gro inh mutant strain | Yfh1-off respiration | ER stress rescue | SV40 large T antigen | RSV antiviral HEp-2 | Dengue-2 NS5 capping | UTI89 phage lysis | XIAP antagonists | others
N#C/C(=C(/O)c1ccc(C(=O)c2ccccc2)cc1)c1nc2ccccc2[nH]1 | -0.8% | nt | nt | i | nt | 8% | 0.9% | -4% | 1.5%[50 µM] | nt
CC1CN(C(=O)CCC(=O)N2CCCCC2)c2ccccc2O1 (stereo not drawn) | 0.9% | nt | nt | nt | nt | 0% | 1.9% | -3% | 2.3% | nt
CC(C)N(CCNCc1nnc(-c2ccccc2)o1)C(C)C | -0.5% | -12 | 7 | i | 0.1% | 20% | -0.3% | -5% | -0.1% | -0.1%
CC(=O)c1nn(-c2ccc(Br)cc2)cc1C(=O)c1ccccc1 | -0.8% | -2 | -13 | i | -0.1% | 5% | 4.6% | 0% | 0.0% | -9.7%
COc1ccc(C2C(C#N)=C3NC(=O)c4c(sc5c4CCCCC5)N3C3=C2C(=O)CC(C)(C)C3)cc1 (stereo not drawn) | -0.5% | 27 | 6 | i | 3.0% | 19% | 18% | 2% | 1.6% | -4.7%
Cc1ccc(N2C(=O)c3ccccc3C2O)nc1 (stereo not drawn) | nt | 55 | 46 | nt | nt | 3% | 0.2% | nt | nt | -13%
CN(C)Cc1nc2ccccc2c(=O)n1Cc1nc(-c2cc3ccccc3o2)cs1 | -0.8% | -24 | -2 | i | -1.1% | 1% | 1.1% | 1% | 4.2% | -3.4%
COc1ccc(CN(C(=O)c2cc3ccccc3oc2=O)C2CCCC2)cc1 | 0.5% | 5 | -2 | i | -0.8% | 4% | 1.2% | -6% | -2.2% | 0.1%
COCCn1c(C)cc(C(=O)CSc2nnc(C)s2)c1C | nt | -1 | 11 | nt | -5.1% | 16% | 2.0% | -3% | 2.6% | -2.1%
COC(=O)CNC(=O)COC(=O)Cc1ccc(Cl)cc1 | 0.0% | 6 | 12 | i | nt | 6% | 1.4% | -9% | 0.2% | 2.8%
CN1CCC(=O)N(CCOc2ccccc2)CC1 | 0.0% | nt | nt | nt | nt | -11% | -1.4% | 0% | -0.4% | nt
O=C(CN1CCN(Cc2ccccc2)CC1)NCCNc1ccc([N+](=O)[O-])cn1 | -0.2% | 11 | 7 | i | 0.0% | 10% | -0.2% | 4% | 0.1% | -2.4%
O=c1[nH]c(-c2ccccn2)nc(C(F)(F)F)c1Br | -1.4% | 71 | 80 | i | 18% | -7% | 6.2% | 4% | 0.4% | -8.9%
COc1ccc(-c2nn(-c3ccccc3)cc2/C=C/C(=O)OCC(=O)Nc2cccc(C#N)c2)cc1 | 0.7% | 1 | 16 | i | -2.7% | 6% | 4.0% | 2% | -3.8% | -7.6%
COc1ccc(NC(=O)CN(C)C(=O)C2CC(=O)N(Cc3ccc(C)cc3)C2)cc1 (stereo not drawn) | nt | nt | nt | nt | nt | 9% | 1.5% | -4% | 1.8%[50 µM] | nt
Cc1ccc(NC(=O)CSc2nc3ccccc3c(=O)n2CCCC(=O)NCCCN2CCOCC2)cc1C | ? | 5 | 7 | i | 0.2% | 80% | -3.6% | -2% | 0.3% | 0.2%
NC(N)=NC1=NC(=O)C(Cc2ccccc2Cl)S1 (stereo not drawn) | -0.4% | nt | nt | i | nt | 11% | 5.8% | -2% | -1.6% | nt
Cc1ccc(CN(CC(=O)NCc2ccccn2)S(=O)(=O)c2ccccc2)cc1 | -0.9% | nt | nt | nt | nt | -5% | 0.0% | -7% | -0.2% | nt
CS(=O)(=O)N(CC(=O)N1CCCC1)c1cc(Cl)c(Cl)cc1Cl | -0.1% | 2 | 4 | i | -0.6% | 9% | 0.4% | -2% | 11% | -7.2%
O=S(=O)(c1ccc(N2CCN(S(=O)(=O)c3ccc4c(c3)OCCO4)CC2)nc1)N1CCCC1 | 0.9% | 3 | -15 | i | nt | 2% | 4.6% | -6% | 0.2% | nt
Cc1nn2c(CN(C(=O)CN3CCOCC3)c3ccccc3)nnc2c2ccccc12 | 0.3% | 21 | 8 | i | -0.5% | -2% | 2.2% | -5% | 0.4%[50 µM] | -4.1%
COc1ccc(Cl)cc1S(=O)(=O)N1CCC(C(=O)NCCc2ccccc2)CC1 | -1.2% | nt | nt | nt | nt | 24% | 5.0% | 2% | 0.8% | nt
Clc1nccnc1N/N=C/c1ccc(Br)cc1 | -0.9% | nt | nt | nt | nt | 0% | 0.5% | -7% | 0.3% | nt
O=[N+]([O-])c1ccc(N2CCN(S(=O)(=O)c3ccccc3)CC2)cc1N1CCc2ccccc2C1 | -0.7% | -20 | -3 | i | -1.1% | -1% | 0.9% | -4% | 3.4% | -14%
C[C@H]1CC[C@H]2C(=O)N3[C@H](c4ccccc4Br)[C@@H](C)CC[C@H]3C(=O)N2[C@@H]1c1ccccc1Br | nt | 70* | 25* | nt | 0.6% | 5% | -0.7% | nt | nt | -24%
SMILES | West Nile virus CPE | WT yeast gro inh | WT yeast gro inh mutant strain | Yfh1-off respiration | ER stress rescue | SV40 large T antigen | RSV antiviral HEp-2 | Dengue-2 NS5 capping | UTI89 phage lysis | XIAP antagonists | others
CCC(=O)NC(Nc1ncc(C)s1)(C(=O)OC)C(F)(F)F (stereo not drawn) | -0.4% | 12 | 1 | i | 1.2% | 7% | 1.0% | 5% | -0.1% | -4.8%
COC(=O)c1cn(CCC#N)nc1-c1ccc2ccccc2c1 | -0.4% | nt | nt | nt | nt | 10% | 4.8% | 4% | -0.1% | nt
Cn1c(=O)[nH]c2ncn(C)c2c1=O | -0.4% | nt | nt | i | nt | 15% | -2.8% | -5% | -1.4% | nt
CCOC(=O)N1CCN(C(=O)c2ccc(S(=O)(=O)c3ccc(C)cc3)c(NC(C)=O)c2)CC1 | -0.1% | 7 | 5 | i | 4.0% | 2% | -0.6% | -3% | 0.0% | -5.2%
CCC(=O)NCCNc1ccc([N+](=O)[O-])cn1 | -0.2% | 4 | 5 | i | -1.9% | 13% | 6.8% | nt | nt | -2.2%
CCC(C(=O)O)N1C(=O)/C(=C/C(C)=C/c2ccccc2)SC1=S (stereo not drawn) | 0.3% | nt | nt | i | nt | 13% | 1.8% | 38µM* | -0.5%[50 µM] | nt
CC(=NCC1CCCO1)c1c(O)[nH]c(=O)[nH]c1=O (stereo not drawn) | 0.3% | -18 | -1 | i | 1.3% | -1% | -0.5% | 3% | 0.7% | -0.2%
FC(F)Sc1nc(-c2ccccc2)c(-c2ccccc2)n1C(F)F | -0.4% | -15 | -19 | i | 2.9% | -1% | ? | 5% | -0.1% | -0.2%
Cc1nn(-c2ccccc2)c(Cl)c1C(=O)NCC(C)c1ccccc1 (stereo not drawn) | -0.8% | nt | nt | nt | nt | 3% | 7.0% | -6% | 0.1% | nt
O=C(CSc1ccc2nnc(-c3cccnc3)n2n1)NCC1CCCO1 (stereo not drawn) | 0.1% | 14 | 8 | i | -0.8% | 6% | 2.3% | 2% | -0.9% | -4.7%
C#CCCCCCCCCC(=O)NCCCC | -0.6% | 12 | 5 | i | -0.2% | 0% | -0.1% | 1% | -0.3% | -6.2%
Cc1cnc(C(=O)OCC(=O)NCCCc2ccccc2)cn1 | -0.2% | 15 | 3 | i | -1.3% | -3% | 0.5% | -4% | 0.1% | -18%
CN=C1SC(C(=O)Nc2ccccc2Cl)CC(=O)N1c1ccc(OC(F)(F)Cl)cc1 (stereo not drawn) | -1.0% | 11 | 14 | i | -1.0% | 8% | -0.5% | 2% | 0.4% | -1.1%
CCOc1ccc(NC(=S)N2c3ccccc3CC2C)cc1 (stereo not drawn) | -0.5% | 32 | 4 | i | 0.0% | 20% | 2.8% | 1% | 0.0% | -5.5%
CC1SCC(=O)N(CC(=O)NCc2ccccc2)C1=O (stereo not drawn) | 0.1% | -2 | -1 | i | -2.3% | -15% | 1.6% | nt | 0.6% | -9.3%
COc1ccc(NC(=O)CSCC(=O)Nc2cccc3ncccc23)cc1 | nt | nt | nt | nt | nt | 11% | 0.4% | 7% | 0.1%[50 µM] | nt
CCNC(=S)Nc1ccc(N(c2ccccc2)C(C)C)cc1 | -0.4% | 9 | 22 | i | 2.4% | 30% | 0.5% | 4% | -0.6% | -6.9%
O=Cc1c(NCCc2ccc(F)cc2)c2ccccc2[nH]c1=O | -0.4% | nt | nt | nt | nt | 8% | 2.1% | -7% | 0.1% | nt
CCC(=O)Nc1ccc(S(=O)(=O)NCc2ccco2)cc1 | -0.8% | -10 | 4 | i | -0.1% | 2% | 5.9% | 1% | 0.4% | -3.9% | Dengue-2 NS5 capping pilot replicate=-3.6
O=C1C(C=NCc2ccccn2)=C(O)c2ccccc21 | 0.1% | -9 | -1 | i | 3.0% | 19% | 0.2% | -1% | 1.6%[50 µM] | -6.6%
COc1ccccc1Nc1ncnc2ccccc12 | -0.3% | -6 | 5 | i | 1.4% | 7% | -1.2% | -6% | 0.3% | -6.0%
O=C(N1CCOCC1)C1(S(=O)(=O)c2ccccc2)CC=CC1 | 0.3% | nt | nt | nt | nt | 18% | 1.2% | -6% | 0.2% | nt
Cc1nc(C2COc3ccccc3O2)sc1C(=O)O (stereo not drawn) | 0.5% | nt | nt | i | nt | 14% | nt | -2% | 0.1% | nt
CC(CN1CCCCC1)C(=O)NNC(=O)C12CC3CC(CC(C3)C1)C2 (stereo not drawn) | -0.9% | -2 | 0 | i | 0.9% | 7% | -0.4% | 4% | 0.2% | -9.3%
CCCn1c(=N)n(CCOc2ccc(OC)cc2)c2ccccc21 | nt | -10 | 8 | nt | -2.2% | 7% | 2.4% | 3% | 12% | 1.6%
CSCC(=O)N1CCCC(N2CCN(c3ccc(F)cc3)CC2)C1 (stereo not drawn) | ? | nt | nt | nt | nt | 9% | 0.9% | 12% | 0.5% | nt
CCCSc1cc(N2CCCC2)nc(-c2ccccc2)n1 | 0.2% | -10 | -17 | i | -3.3% | -2% | 5.1% | -4% | 1.0% | -19%
COc1cc(S(=O)(=O)NCc2ccccc2)ccc1Br | -0.5% | 8 | -15 | i | -1.3% | 16% | -0.2% | -3% | -2.9% | -7.6%
O=C(NCc1ccccc1)C1=C[C@H](c2ccc(C(F)(F)F)cc2)C[C@H](OCc2ccc(CO)cc2)O1 | -0.9% | 34 | 23 | i | 0.4% | 19% | 7.9% | -3% | 0.4% | -0.1%

In the list so far, these have a furan ring, fused or not:
SMILES | West Nile virus CPE | WT yeast gro inh | WT yeast gro inh mutant strain | Yfh1-off respiration | ER stress rescue | SV40 large T antigen | RSV antiviral HEp-2 | Dengue-2 NS5 capping | UTI89 phage lysis | XIAP antagonists | others
CN(C)Cc1nc2ccccc2c(=O)n1Cc1nc(-c2cc3ccccc3o2)cs1 | -0.8% | -24 | -2 | i | -1.1% | 1% | 1.1% | 1% | 4.2% | -3.4%
CCC(=O)Nc1ccc(S(=O)(=O)NCc2ccco2)cc1 | -0.8% | -10 | 4 | i | -0.1% | 2% | 5.9% | 1% | 0.4% | -3.9% | Dengue-2 NS5 capping pilot replicate=-3.6

From PubChem
